Screening results as filed in PubChem BioAssay.
NPY-Y2 antag: blocks the human neuropeptide Y Y2 receptor; P49146; NPY-Y2 expressing cells, antagonist mode; inhibition, % at 2.7 µM; actives 0.99% (n = 140,000); AID 793; in the data active = inhibition above about 17%;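 note: 0% = vehicle with agonist challenge and 100% = reference antagonist with challenge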
Target sequence (P49146 whole entry, looked up): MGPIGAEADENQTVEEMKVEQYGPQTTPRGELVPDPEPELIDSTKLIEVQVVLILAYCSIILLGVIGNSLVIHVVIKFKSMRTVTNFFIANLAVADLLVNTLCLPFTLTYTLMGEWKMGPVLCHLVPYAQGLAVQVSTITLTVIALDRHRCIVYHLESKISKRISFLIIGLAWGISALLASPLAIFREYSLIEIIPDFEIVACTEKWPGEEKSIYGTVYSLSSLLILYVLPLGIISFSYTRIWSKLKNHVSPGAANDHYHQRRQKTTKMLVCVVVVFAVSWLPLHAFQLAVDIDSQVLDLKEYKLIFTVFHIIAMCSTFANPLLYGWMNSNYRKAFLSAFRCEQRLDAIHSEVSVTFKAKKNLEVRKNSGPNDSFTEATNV
Yeast life ext: extends the lifespan of yeast. S. cerevisiae growth with nicotinamide, OD615; deaD strain in restrictive glucose medium. inhibition of the nicotinamide effect, % at 10 µM. actives 0.68% (n = 130,000). AID 775;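 active = inhibition above a set limit, placed 3 SD over the median of all compounds, cut at about 26% in these data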;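 note: 0% = nicotinamide-treated wells and 100% = cells grown without nicotinamide; some compounds called inactive have numbers as strong as hits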
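Buffer or medium: CSMM-D glucose medium, restrictive; test system: modified budding yeast, DeaD strain; compound: single dose 10 µM compound, 0.25% DMSO; schedule: culture preincubation 4 h, compound exposure 48 h, both 30 °C; detection: optical density (absorbance) at 615 nm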
GALR2 blocker: GALR2 (human) receptor antagonism | GALR2-expressing cells, antagonist mode | inhibition, % at 4 µM | actives 0.39% (n = 140,000); in the data active = inhibition above about 27%;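 note: cells stimulated with galanin 1-16 at roughly its EC80; 0% = agonist challenge control and 100% = basal control without agonist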
Target sequence (O43603 whole entry, looked up): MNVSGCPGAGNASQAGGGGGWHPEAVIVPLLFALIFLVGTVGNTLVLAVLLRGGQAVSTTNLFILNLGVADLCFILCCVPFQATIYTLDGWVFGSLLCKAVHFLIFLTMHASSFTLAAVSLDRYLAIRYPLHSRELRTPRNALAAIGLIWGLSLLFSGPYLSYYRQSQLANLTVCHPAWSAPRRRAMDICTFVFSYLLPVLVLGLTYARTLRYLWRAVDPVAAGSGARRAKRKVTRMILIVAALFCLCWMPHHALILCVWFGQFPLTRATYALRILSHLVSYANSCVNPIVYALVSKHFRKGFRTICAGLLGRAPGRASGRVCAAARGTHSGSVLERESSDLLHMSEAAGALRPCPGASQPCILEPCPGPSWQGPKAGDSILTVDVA
Yeast growth inh: yeast BB579 growth reduction in restrictive medium. actives 0.51% (n = 140,000). inhibition, % at 10 µM. S. cerevisiae BB579 growth, OD615, 48 h. AID 804;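 active = inhibition above a set limit, 3 SD over the mean compound inhibition, cut at about 44% in these data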; note: inactives centre near -24
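test system = yeast BB579 (DeaD) | buffer or medium = restrictive CSMM-D medium | doses = single compound dose of 10 µM, 0.25% DMSO final | times = 4 h preincubation and 48 h exposure at 30 °C | technique = culture absorbance at 615 nm | benchmarks = amphotericin B 10 µg/mL, positive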
MRP-1 activ: MRP-1 activation; actives 0.61% (n = 140,000); H69AR cells + doxorubicin, viability rescue, CellTiter-Glo; viability increase, % at 10 µM;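 active = viability gain under doxorubicin at or above a set limit, the compound median plus 3 SD, cut at about 4.7% in these data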;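 note: MRP-1 overexpressing cells given doxorubicin 25 µM after compound pretreatment; 18-22 h compound pretreatment then 72 h with doxorubicin before readout; 0% = doxorubicin-only wells and 100% = vehicle-treated cells without doxorubicin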
E-sel TNF inh: TNF alpha driven E-selectin expression inhibition | inhibition, % at 2 µM | actives 0.71% (n = 120,000) | HUVEC TNFa-induced E-selectin immunofluorescence, high content;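 active = inhibition above the batch mean plus 3 SD, and confirmed as a hit on visual image review, cut at about 43% in these data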;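 note: 0% = TNF-stimulated DMSO wells and 100% = unstimulated control wells; not every result past the cut was called active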
HCT116 bCat-KO: beta-catenin-lacking colon tumor cell growth suppression. HCT116 beta-catenin knockout viability, CellTiter-Glo, 60 h; stronger effect = lower value. viability, % at 10 µM. actives 1.5% (n = 140,000);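 active = viability at or under a set limit, the compound median less 4 SD, cut at about 6% in these data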;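 note: 0% = Hyamine 1622 control at 20 µM and 100% = untreated cell control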
Phagocyt inh: inhibitors of macrophage phagocytosis | J774A.1 macrophage IgG-bead phagocytosis, imaging | AID 1029 | actives 0.07% (n = 110,000) | inhibition, % at 5 µM;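 active = inhibition above the mean of the plate negative controls plus 5 SD, cut at about 13% in these data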;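 note: phagocytic index as fraction of beads internalized from green versus red external bead signal; plate controls were DMSO negative control for no effect and cytochalasin-D positive control for full effect; some results beyond the cut were filed as inactive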
Measles CPE: protection of cells from measles virus | Measles virus-infected cells, CPE protection, absorbance | actives 1.5% (n = 140,000) | protection (pct of control), % at 4 µM; in the data active = protection mostly above about 24%, no sharp cut-off; inactive = mostly below about 26%; note: some compounds called inactive have numbers as strong as hits
HCT116 PTEN-null: growth suppressors of cells with PTEN tumor suppressor deletion | actives 1.2% (n = 140,000) | viability, % at 10 µM | HCT116 PTEN-null viability, CellTiter-Glo, 60 h; stronger effect = lower value | AID 827;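 active = viability at or below a set limit, 4 SD under the median of all tested compounds, cut at about 3.7% in these data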;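 note: PTEN knockout HCT116 line with beta catenin targeted HCT116 as companion control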
Numbers without * were called inactive; . = no result given.

SMILES	NPY-Y2 antag	Yeast life ext	GALR2 blocker	Yeast growth inh	MRP-1 activ	E-sel TNF inh	HCT116 bCat-KO	Phagocyt inh	Measles CPE	HCT116 PTEN-null
COc1ccc(-c2c3c(nc4sc5c(=O)[nH]c(C)nc5c24)CCC3)cc1	8	-2	-6	-19	-3.2	-31	99	-2	2	102
CCC(C)(C)n1nnnc1C(c1cc2cc(C)cc(C)c2[nH]c1=O)N1CCCC1 (stereo not given)	1	7	7	-22	-4.5	.	83	.	27	79
COc1cc2c(c(OC)c1)C(c1cccc(OC)c1OC)CC(=O)N2 (stereo not given)	13	-3	-6	-35	-2.7	.	84	.	10	85
CCc1ccc(C(=O)c2cncc(Br)c2)cc1	2	-2	-3	-43	-4.6	-4	87	-1	11	76
O=C(Nc1cccc(Cl)c1)NC1(C(=O)NCc2cccs2)CCCCC1	1	14	5	-59	-0.2	10	83	3	21	76
Cc1ccc(S(=O)(=O)Cc2cn3cccnc3n2)cc1	2	-13	16	-53	0.5	-75	95	2	11	101
O=C1/C(=C\Nc2ccccc2)CCN1c1ncccn1	-1	-4	9	-48	3.3	.	99	0	0	107
C=C(C)COc1ccc2c(CC)cc(=O)oc2c1C	9	1	-3	-3	0.0	-47	87	-1	16	92
O=C(Nc1ccc2c(c1)OCCO2)C(c1ccc(F)cc1)N1CCCCC1 (stereo not given)	9	-1	-1	-42	-0.5	22	75	1	20	80
O=C(CSCc1ccccc1)N/N=C/c1ccccc1OCc1ccccc1	13	-7	6	-20	-3.4	12	94	-2	19	103
Cc1c(C(=O)OC2CCCCC2)[nH]c2c1C(=O)CC(C)(C)C2	5	-15	-23	-29	-1.3	-8	100	-1	4	93
Cc1ccc(S(=O)(=O)/N=C(\Nc2cccc(C)c2)Nc2nc(C)cc(C)n2)cc1	1	11	-1	-1	-3.4	.	76	2	8	82
Cc1nc2ncnn2c(C)c1Cc1ccc(Cl)cc1	4	-12	-13	-23	-0.3	-3	103	-1	3	98
CCc1ccccc1NC(=S)N(CCCN1CCOCC1)Cc1ccccn1	3	-1	1	6	-2.7	-1	90	-5	2	99
CCN1CCN(C(=S)Nc2ccc3nc(N4CCN(CC)CC4)cc(C)c3c2)CC1	4	-2	9	-33	-3.7	-1	64	-4	10	61
CSc1nc2ccc(S(=O)(=O)NC3CCCCC3)cc2s1	5	-4	-13	18	-3.6	4	84	.	4	89
CC(=O)OC(C(=O)n1nc(C)cc1C)c1ccccc1 (stereo not given)	2	0	4	-41	-0.9	0	95	-1	25	100
O=C(NCC(=O)N(Cc1ccccc1)C(C(=O)NC1CCCC1)c1ccncc1)c1ccco1 (stereo not given)	0	.	4	-30	-3.0	-8	95	.	10	93
c1ccc(-c2cnnc(N3CCCCC3)n2)cc1	2	-14	13	-39	-1.0	.	89	0	12	91
CC(OC(=O)C1CCCCC1)c1nc2ccccc2[nH]1 (stereo not given)	1	2	2	-13	-0.8	.	72	-7	27	78
COc1ccc2c(c1)c1ncn(CCN3CCNCC3)c(=O)c1n2C	3	-4	-2	35	-4.1	7	84	.	3	85
CC(=O)CCc1ccc(OC(=O)c2cccnc2)cc1	1	-10	1	-39	-1.7	-13	93	.	10	104
COC(=O)[C@@H](NC(=O)O[C@@H]1C(=O)c2cc(Br)ccc2O[C@H]1c1cccc(OC)c1)C(C)C	4	6	5	-7	-2.9	.	88	.	9	85
CCOC(=O)c1[nH]c(C)c(CN(CCc2ccccc2)S(C)(=O)=O)c1C	2	1	-9	-59	-1.6	.	89	0	2	77
COc1ccc(-c2ncncc2-c2csc(C)n2)c(O)c1	1	-6	0	-3	0.2	-3	109	0	3	105
Cc1cc(C(=O)N2CCN(C(=O)C3CCCO3)CC2)no1 (stereo not given)	3	-4	7	-5	-2.7	-24	97	-1	35	96
COc1ccc(Cl)c(Cn2c(NCc3ccco3)nc3c2c(=O)n(C)c(=O)n3C)c1	3	-19	-2	-51	-4.1	13	72	4	1	80
COc1ccc2c(c1)CC(C1(O)C(=O)Nc3ccccc31)C2=O (stereo not given)	11	-6	2	-17	0.3	31	103	0	12	104
CCOC(=O)c1cc2sc(C)cc2n1CC(=O)N1CCc2ccccc21	0	-1	-5	-16	-0.2	-23	107	-1	14	94
CCC(=O)N1CCCn2c1nc1ccccc12	2	.	-4	-17	-1.1	12	83	.	17	89
Cc1cccc(-c2nc(CSc3nc4c(c(=O)[nH]3)CCC4)c(C)o2)c1	3	1	13	-18	0.2	18	99	.	7	96
CCOC(=O)c1cnn(-c2ccc(C(F)(F)F)cn2)c1N	3	-26	-14	-32	-1.7	15	100	-1	21	91
CC(C)COc1ccc(/C(O)=C2/C(=O)C(=O)N(CCN(C)C)C2c2ccncc2)cc1 (stereo not given)	1	-7	5	9	-0.8	16	95	-1	8	111
CC(C)(C)NC(=O)CSc1nsc(SCC(=O)NC(C)(C)C)c1C#N	2	3	2	-75	-0.2	.	87	0	9	88
CC(CCc1ccccc1)NC(=O)c1nnc(Cc2ccc(F)cc2)o1 (stereo not given)	2	0	0	-11	-0.8	-17	90	.	8	96
CC(CCc1ccccc1)NC(=O)Cc1ccc([N+](=O)[O-])cc1 (stereo not given)	2	2	4	-13	-1.7	-6	85	0	12	93
COc1ccccc1C1C([N+](=O)[O-])=CC([N+](=O)[O-])=CN1C (stereo not given)	0	-2	-3	-22	-3.1	.	77	-2	23	73
Cc1ccc(C(=O)NCc2ccc3c(c2)OCO3)cc1S(=O)(=O)N1CCOCC1	3	-17	-1	-41	-1.5	-6	95	5	13	89
Cc1ccccc1CS(=O)(=O)Cc1ccc(C(=O)NCc2cccnc2)o1	-3	-3	6	-35	-1.1	.	96	.	10	101
COC(=O)c1[nH]c2c(c1C)C(=O)CC(c1cc(OC)ccc1OC)C2 (stereo not given)	14	-13	-5	-9	-5.1	.	36	-1	13	36
COc1ccc(-c2cc(C(F)(F)F)nc(SCC(=O)NCc3ccco3)n2)cc1OC	2	-13	-11	-14	-3.5	32	77	.	1	63
Clc1ccc(OCCCc2nc(-c3cccnc3)no2)c(Cl)c1	9	-7	7	-9	-1.1	-15	91	2	17	92
CC1CCN(S(=O)(=O)c2ccc(C(=O)Nc3sccc3C(N)=O)cc2)CC1	2	-10	12	-8	-1.0	-3	36	2	23	46
CC(C)C(=O)NC(=S)Nc1ccc(S(=O)(=O)N2CCCC2)cc1	0	5	10	6	-2.6	.	84	1	37	89
O=C(NCC1CCCO1)c1onc(CSc2ccc(Cl)cc2)c1C(=O)O (stereo not given)	10	-8	-3	-13	-0.8	-1	102	.	14	96
C=CCSc1nsc(N)n1	1	-10	1	-27	-0.6	16	102	.	2	96
Cc1ccc(C(=O)/C=C/c2ccccc2)o1	3	-8	-11	-39	-5.4	-4	5.9*	0	7	10
Cn1nnnc1SCc1nnc(-c2ccc(F)cc2)o1	3	-4	-4	21	-1.1	-14	89	6	14	89
O=C1C2CSCN2C(=O)CN1CCCN1CCN(C(c2ccccc2)c2ccccc2)CC1 (stereo not given)	7	0	-4	-22	-3.3	.	92	1	3	98
CNc1nc(-c2ccc(Cl)cc2)cs1	2	-9	8	-48	2.3	-29	82	0	19	85
CC1(C)Cc2c(c(N3CCOCC3)nc3sc(C(=O)N4CCCCC4)c(N)c23)CO1	1	-8	8	-35	-4.6	-28	94	-1	14	91
CC(C(=O)N1CCOCC1)c1ccc([N+](=O)[O-])cc1 (stereo not given)	4	0	4	-8	0.4	.	100	-5	13	100
O=C(c1ccc(S(=O)(=O)N2CCOCC2)cc1)N1CCc2ccccc2C1	3	-4	-20	-15	-3.4	-10	93	0	23	100
CCOC(=O)C1=C(CP(=O)(c2ccccc2)c2ccccc2)NC(=O)NC1c1ccc(OC)cc1 (stereo not given)	1	-2	-6	-3	0.4	-49	96	3	5	99
O=C(O)CCCC(=O)NCc1ccccn1	0	-13	-9	-27	-1.5	-13	102	9	16	103
Cc1ccc(NC(=O)C(C)c2cccc(C(=O)c3ccccc3)c2)cc1O (stereo not given)	3	7	11	-56	-3.4	-17	16	-4	19	21
CCOC(=O)C1=C(O)C(Nc2nc3ccccc3s2)(C(F)(F)F)N=C1C (stereo not given)	0	-19	-6	-26	-3.4	18	67	-2	22	61
CCOC(=O)c1oc2ccccc2c1NC(=O)c1ccc(Cl)s1	10	-4	-12	-9	0.5	-5	90	0	12	80
COc1ccc(-n2c(C)nc3cc(C(=O)NCCN4CCOCC4)ccc32)cc1	2	-6	-22	-66	-0.4	.	101	0	10	114
COc1ccc(C(=O)Nc2ccc(Cl)cc2C(=O)NCCN2CCOCC2)cc1	2	-27	7	-47	-2.1	18	104	.	9	93

More records
SMILES	NPY-Y2 antag	Yeast life ext	GALR2 blocker	Yeast growth inh	MRP-1 activ	E-sel TNF inh	HCT116 bCat-KO	Phagocyt inh	Measles CPE	HCT116 PTEN-null
Cc1cc(C)cc(NC(=O)C(OC(=O)c2ccc([N+](=O)[O-])o2)c2ccccc2)c1 (stereo not given)	3	-2	-20	-68	-1.8	-16	83	-2	5	78
Clc1ccc2nc(N3CCCCC3)sc2c1	3	-5	-24	-28	2.3	41	87	-8	7	84
O=C(Nc1ccc(N2CCOCC2)cc1)c1cccc(S(=O)(=O)N2CCC(Cc3ccccc3)CC2)c1	1	-6	14	-16	-1.6	7	69	1	10	68
N#Cc1ccccc1NC(=O)CSc1nnc(-c2ccccc2)n1-c1ccccc1	2	15	10	-49	-1.6	2	80	-1	1	82
CCCCCOC(=O)CSc1n[nH]c(=O)[nH]c1=O	4	-6	-4	-51	-0.3	-8	100	1	17	107
Cc1ccccc1OCC(=O)OC(C)CN1CCN(C)CC1 (stereo not given)	3	-10	-5	-6	-1.2	-13	94	1	2	94
[O-]/C(=C(\C(=S)Nc1cccc2ccccc12)[n+]1ccccc1)c1ccc2c(c1)OCCO2	4	-5	10	-23	-4.5	19	80	2	20	78
COC(=O)c1ccc(S(=O)(=O)N2C3CCC2CC(NC(=O)NC2CCCCC2)C3)cc1 (stereo not given)	-1	-20	3	-30	-2.3	8	110	-1	4	103
CCCCOC(=O)Nc1nnc(SCCOc2ccc(C)cc2)s1	3	5	8	-57	-0.2	2	92	-7	21	92
c1ccc(Cn2nnnc2C(c2cccs2)N2CCc3ccccc3C2)cc1 (stereo not given)	9	12	-2	-15	1.5	-37	62	-2	6	55
CC1(C)CC(=O)C(C=NCc2cccnc2)=C(O)C1	4	0	5	-34	-1.6	.	89	4	2	93
Cc1ccccc1NC(=O)c1ccc2c(c1)C(=O)N(CCC(C)C)C2=O	1	-3	-9	-59	0.1	5	97	0	26	104

3 compounds already listed, sorted by count of non-hydrogen atoms, largest number first.
SMILES	NPY-Y2 antag	Yeast life ext	GALR2 blocker	Yeast growth inh	MRP-1 activ	E-sel TNF inh	HCT116 bCat-KO	Phagocyt inh	Measles CPE	HCT116 PTEN-null
CCOC(=O)C1=C(O)C(Nc2nc3ccccc3s2)(C(F)(F)F)N=C1C (stereo not given)	0	-19	-6	-26	-3.4	18	67	-2	22	61
Cc1c(C(=O)OC2CCCCC2)[nH]c2c1C(=O)CC(C)(C)C2	5	-15	-23	-29	-1.3	-8	100	-1	4	93
CCCCCOC(=O)CSc1n[nH]c(=O)[nH]c1=O	4	-6	-4	-51	-0.3	-8	100	1	17	107
